Bioassay records (PubChem BioAssay)
GSTO1 inh: GSTO1 inhibition, counter-screen for RBBP9 inhibitors; P78417; recombinant GSTO1, activity-based probe fluorescence polarization; inhibition, % at 5.96 µM; hit rate 1.1% among 300,000; AID 1974;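 active = inhibition above the campaign mean inhibition plus 3 SD, cut at about 35% in these data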;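 note: 0% = GSTO1-1 with DMSO and 100% = wells lacking GSTO1-1 enzyme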
Target sequence (P78417 whole entry, looked up): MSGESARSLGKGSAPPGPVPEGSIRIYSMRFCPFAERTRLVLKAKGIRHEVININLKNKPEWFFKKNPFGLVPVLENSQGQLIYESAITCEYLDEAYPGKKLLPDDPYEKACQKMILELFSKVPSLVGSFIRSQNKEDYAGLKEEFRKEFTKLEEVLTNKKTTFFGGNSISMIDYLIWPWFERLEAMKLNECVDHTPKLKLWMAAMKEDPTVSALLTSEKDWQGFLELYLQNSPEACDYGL
ZTA DNA inh: blocks Epstein-Barr virus ZTA, an EBNA-1 counter-screen; ZTA-DNA binding, fluorescence polarization; inhibition, % at 11 µM; P03206; hit rate 0.15% among 320,000; in the data active = inhibition above about 33%
PAFAH2 inh: PAFAH2 (human) inhibition; Q99487; recombinant PAFAH2, FP-rhodamine activity probe, fluorescence polarization; inhibition, % at 3.39 µM; hit rate 0.99% among 340,000; AID 492956;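 active = inhibition above the mean over all tested compounds plus 3 SD, cut at about 30% in these data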;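 note: inhibitors block probe labeling of enzyme so polarization drops; 0% = enzyme with DMSO and 100% = wells lacking PAFAH2 protein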
PREPL inhibitor: inhibits the human prolyl oligopeptidase-like enzyme | hit rate 0.68% among 320,000 | inhibition, % at 5.96 µM | Q4J6C6 | recombinant PREPL, fluorescence polarization activity-based probe; in the data active = inhibition above about 43%;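 note: 0% = enzyme with DMSO and 100% = wells lacking enzyme; many of its hits are not listed in these tables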
PAFAH1B3 FP inh: inhibitors of human PAFAH1B3. Q15102. recombinant PAFAH1B3, FP-rhodamine probe, fluorescence polarization. inhibition, % at 3.39 µM. hit rate 0.28% among 340,000. AID 492972;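 active = inhibition above the screen-wide average of all tested compounds plus 3 SD, cut at about 25% in these data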;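 note: 0% = enzyme with DMSO only and 100% = wells lacking PAFAH1B3 protein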
Target sequence (Q15102 whole entry, looked up): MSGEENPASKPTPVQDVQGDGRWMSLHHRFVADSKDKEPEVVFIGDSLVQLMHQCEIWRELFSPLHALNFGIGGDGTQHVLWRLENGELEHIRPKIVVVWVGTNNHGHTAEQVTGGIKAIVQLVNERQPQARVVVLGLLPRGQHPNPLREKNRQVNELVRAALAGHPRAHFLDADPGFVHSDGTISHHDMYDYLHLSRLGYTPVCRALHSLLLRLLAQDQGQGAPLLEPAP
PAD4 inh: blocks human protein arginine deiminase 4 | Q9UM07 | recombinant PAD4, RCA probe fluorescence polarization | inhibition, % at 6.36 µM | hit rate 0.41% among 330,000;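 active = percent inhibition above a cutoff equal to the mean of all tested compounds plus 3 SD, cut at about 15% in these data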;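 note: 0% = PAD4 with RCA probe and DMSO and 100% = probe without PAD4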
LYPLA2 inh: blocks human lysophospholipase 2, a PME1 counter-screen; hit rate 0.38% among 320,000; AID 2177; O95372; recombinant LYPLA2, FP-Rh probe fluorescence polarization; inhibition, % at 5.9 µM;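 active = inhibition above the screen-wide mean plus 3 SD, limit set per campaign, cut at about 26% in these data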;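 note: 0% = LYPLA2 with DMSO and 100% = wells lacking LYPLA2 enzyme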
Target sequence (O95372 whole entry, looked up): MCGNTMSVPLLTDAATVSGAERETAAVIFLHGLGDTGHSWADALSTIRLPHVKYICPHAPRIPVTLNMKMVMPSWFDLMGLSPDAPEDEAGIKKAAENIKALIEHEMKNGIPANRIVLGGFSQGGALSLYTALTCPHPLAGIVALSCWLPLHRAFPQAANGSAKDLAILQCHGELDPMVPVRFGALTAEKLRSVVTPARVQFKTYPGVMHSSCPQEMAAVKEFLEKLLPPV
EBNA-1 inh: blocks EBNA-1 binding to DNA; hit rate 0.34% among 300,000; inhibition, % at 14.8 µM; EBNA-1 DNA binding, fluorescence polarization; AID 1950; in the data active = inhibition above about 28%
LYPLA1 inh: blocks human lysophospholipase 1, a PME1 counter-screen | O75608 | recombinant LYPLA1, FP-Rh probe fluorescence polarization | inhibition, % at 5.9 µM | hit rate 0.16% among 320,000 | AID 2174;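 active = inhibition above the mean of all tested compounds plus 3 SD, set per campaign, cut at about 14% in these data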;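 note: inhibitors block serine hydrolase probe labeling of LYPLA1 so polarization falls; 0% = enzyme with DMSO and 100% = wells lacking LYPLA1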
Target sequence (O75608 whole entry, looked up): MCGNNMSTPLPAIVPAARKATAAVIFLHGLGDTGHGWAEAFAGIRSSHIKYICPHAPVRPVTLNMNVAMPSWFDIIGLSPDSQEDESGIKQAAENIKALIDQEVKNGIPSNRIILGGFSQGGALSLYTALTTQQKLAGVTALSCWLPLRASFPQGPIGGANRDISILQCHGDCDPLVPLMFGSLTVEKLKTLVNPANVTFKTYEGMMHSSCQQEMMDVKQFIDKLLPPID
Starred values were filed as active, the others as inactive; · = not tested or not shown. An excerpt; rates above refer to the full screens.

SMILES	GSTO1 inh	ZTA DNA inh	PAFAH2 inh	PREPL inhibitor	PAFAH1B3 FP inh	PAD4 inh	LYPLA2 inh	EBNA-1 inh	LYPLA1 inh
COC(=O)C1=C(c2ccc3ccccc3c2)C[C@@H]2CC[C@H]1N2C(=O)NCCCOC(C)C	·	-6.8	3.4	-0.7	-2.8	-1.8	-7.3	·	-1.7
O=c1[nH]c(=O)n(C2CCCCCC2)c(O)c1C=NCC1CCCO1 (configuration not stated)	-2.1	18.0	7.5	14.8	-1.7	-3.7	0.2	-6.4	1.6
CN1CCCN(c2ccc([N+](=O)[O-])nc2)CC1	6.2	-3.4	5.1	-3.0	-1.8	-2.3	-6.5	0.5	2.8
CC1CN=C(NCCc2ccccc2)S1 (configuration not stated)	11.2	-13.0	-6.7	7.5	-2.9	2.6	2.3	-4.7	0.1
O=C1/C(=C\c2cc3c(cc2Br)OCO3)N2CCC1CC2	2.3	4.4	4.0	8.8	3.0	-8.3	-1.3	3.5	-1.7
FC(F)(F)/C(=N\P(=S)(N1CCOCC1)N1CCOCC1)N1CCOCC1	4.6	-6.7	-5.4	7.3	3.0	-3.3	-2.0	1.2	-3.2
Cc1cccc(CNCCc2ccccc2)n1	-3.7	16.8	-1.3	-4.2	4.2	4.4	-1.0	8.7	3.5
Cc1ccc(O)c(C(=O)c2cc(C(=O)NCc3ccccc3)c(=O)n(Cc3ccccc3)c2)c1	-9.8	-6.9	-22.0	-2.8	-10.5	0.1	-18.7	0.0	-11.7
CC(C)c1c(CN(C)C(C)Cc2ccccc2)n(C)n(-c2ccccc2)c1=O (configuration not stated)	6.2	8.8	-8.1	3.8	11.6	-1.4	2.8	0.7	5.5
COc1ccc2c(c1)NP(=S)(Oc1ccccc1)N2 (configuration not stated)	9.4	-0.5	4.1	18.6	4.2	-2.3	7.5	8.7	-4.1
CN1C(=O)/C(=C\c2ccc(N3CCCCC3)o2)C(=O)NC1=S	-0.7	-20.9	-31.5	-3.4	-22.5	-3.1	-5.3	-23.1	-3.0
CCOc1ccc(N=C2SCCCN2C)cc1	0.9	-14.6	1.1	7.6	2.2	0.8	2.0	-5.0	-1.3
CCOC(=O)C1(CCOc2ccccc2)CCN(Cc2cccc(O)c2)CC1	3.5	2.5	0.2	-50.1	3.0	-1.5	4.8	-4.3	1.4
CCn1c(O)c(C=NCCN2CCOCC2)c(=O)n(CC)c1=S	12.9	-15.1	-9.7	-5.5	-8.5	-5.5	0.1	-1.5	0.6
COc1ccc2c3c1OC1C(O)C=CC4[C@@H](C2)N(C)CC[C@]314 (some centres not stated)	·	·	3.2	-12.6	2.2	1.5	·	·	·
COc1cccc(-n2c(C)nc3ccccc3c2=O)c1	1.8	-4.0	-9.2	-6.3	6.0	3.9	5.5	6.8	-0.6
CC(C)N1CCC2(CC1)NC(CO)(CO)CO2	1.2	-14.1	-0.7	4.5	8.4	-0.2	-5.0	-10.6	-2.3
CC(C)(C)c1ccc(O)c(CN2CCN(c3ccccc3)CC2)c1	-1.3	-7.8	-7.9	-1.2	-5.0	-5.8	0.4	-10.1	-2.5
O=c1c2ccccc2nc(CN2CCCCCC2)n1-c1ccc(F)cc1	-1.2	11.6	2.4	15.5	-2.5	1.2	0.3	6.0	-2.6
COC(=O)C1=C(c2ccc(F)cc2OCc2ccccc2)C[C@@H]2CC[C@H]1N2C(=O)N1CCC(C)CC1	·	5.3	-2.4	16.5	11.5	-1.7	-2.9	·	-0.2
CC(=O)N1CCN(CCN=Cc2c(O)n(-c3ccc(C)cc3)c(=S)[nH]c2=O)CC1	-0.3	5.0	5.3	-1.9	0.5	-1.1	-1.8	8.6	-2.4
Cc1cccc(OCCn2cccc2/C=C2/C(=O)NC(=O)N(Cc3ccco3)C2=O)c1	7.6	8.5	·	1.9	·	-4.6	-4.5	9.0	-0.9
C[N+]1(C)C2CCC1CC(OC(=O)c1ccccc1)C2 (configuration not stated)	9.3	6.5	-6.3	0.6	-2.1	-2.5	26.1*	10.4	5.0
COC(=O)C1=C(c2cc3ccccc3o2)C[C@@H]2CC[C@H]1N2C(=O)N1CCC(O)CC1	0.3	-13.6	-5.7	0.5	8.2	-0.4	1.4	3.8	-0.3
CC1CN(c2ccc([N+](=O)[O-])cc2Cl)CCN1 (configuration not stated)	-1.5	5.2	-12.2	5.3	-0.1	-0.4	-2.3	3.0	-0.6

Continuation:
SMILES	GSTO1 inh	ZTA DNA inh	PAFAH2 inh	PREPL inhibitor	PAFAH1B3 FP inh	PAD4 inh	LYPLA2 inh	EBNA-1 inh	LYPLA1 inh
O=C(c1cc(F)ccc1F)C1CCCN(Cc2cccc(Cl)c2)C1 (configuration not stated)	-3.3	-3.0	0.5	1.6	4.5	5.7	1.4	6.7	3.6
COc1ccc(/C=C2/C(=O)NC(=O)N(Cc3ccco3)C2=O)cc1	23.0	-3.5	·	4.1	·	-4.3	5.9	5.1	0.3
O=C1NC(=O)C(=Cc2coc3ccccc3c2=O)C(=O)N1	21.6	-8.1	9.8	0.2	-3.5	-1.8	2.7	-0.9	-1.1
CN1C(=O)C(=Cc2ccc(Sc3ccccc3)o2)C(=O)N(C)C1=S	-43.4	11.7	-12.2	-11.0	-5.9	-16.7	-19.8	0.7	-8.3
O=c1c2ccccc2nc(/C=C/c2ccccc2)n1-c1ccccc1O	-7.1	8.6	-4.1	-15.5	-0.5	3.6	-10.9	-5.2	-7.8
C=CCn1c(O)c(C(CC)=Nc2ccc(N(C)C)cc2)c(=O)[nH]c1=O	65.1*	137.6*	·	9.8	·	29.6*	-5.2	126.8*	-4.7
C[N+]1(C)[C@@H]2CC[C@H]1CC(OC(=O)C(c1ccccc1)c1ccccc1)C2 (some centres not stated)	-0.7	1.5	-4.5	2.3	-0.3	-3.0	-0.8	-5.8	-0.2
O=C(CCS(=O)(=O)c1ccc(Br)cc1)N1CCC2(CC1)OCCO2	-0.3	-2.3	25.3	0.9	-5.1	-0.3	-2.2	-1.8	0.3
CC(=NCCN1CCCCC1)c1c(O)n(-c2ccccc2)c(=O)[nH]c1=O	1.0	2.8	-0.7	-0.8	10.1	3.5	-4.0	-7.8	-1.6
O=C(CN1CCN(Cc2ccc(Cl)cc2)C1=O)N1CCC2(CC1)OCCO2	-0.3	-5.2	-5.9	-6.3	3.3	-2.1	6.0	2.8	2.2
O=[N+]([O-])c1ccc(-c2ccccc2)c([As](=O)(O)O)c1	15.5	7.8	0.3	-0.5	-0.6	3.5	2.1	5.8	-1.0
O=[N+]([O-])c1ccccc1-c1cc(-c2ccccc2)cc(-c2ccccc2)[n+]1Cc1ccccc1Cl	2.3	-35.2	·	51.0*	·	-7.9	2.9	-9.1	2.4
CCCCn1c(O)c(C(CC)=NCCN2CCOCC2)c(=O)[nH]c1=O	-3.8	-14.4	7.8	11.2	2.3	3.7	0.3	-9.5	-1.4
O=C(c1ccc(Cl)cc1)N1CCC2(CC1)OCCO2	-1.0	-11.1	1.7	4.3	4.8	-3.7	3.5	-11.6	-1.7
CCNC(=O)NC(=O)C(C)OC(=O)c1c(C)nn(Cc2ccccc2)c1Cl (configuration not stated)	2.0	-5.9	-8.3	6.3	7.0	-1.1	7.4	-2.4	1.4
C=CCN1C(=O)/C(=C/c2cc(C)n(-c3cccnc3)c2C)C(=O)NC1=S	-0.9	-10.0	30.9*	1.2	-0.9	-6.3	2.3	-12.8	-2.2
COc1cccc(C2CC3C(=O)C=CC2N3Cc2ccccc2)c1 (configuration not stated)	4.9	1.2	3.2	3.1	3.6	1.1	-13.0	0.4	-5.3
C[C@]12CC[C@@H](O)CC1=CCC1C2CC[C@@]2(C)C1CC[C@@H]2N (some centres not stated)	·	·	0.7	19.6	2.3	-2.2	·	·	·
COC(=O)C1=C(c2ccc(C(C)=O)cc2)C[C@@H]2CC[C@H]1N2C(=O)NC1Cc2ccccc2C1	·	0.6	-0.5	11.2	15.0	-1.0	4.7	·	1.5
COCCNC(=O)Cn1cc(C=C2C(=O)NC(=O)NC2=O)c2ccccc21	5.0	4.0	1.1	1.1	8.0	-3.2	-1.8	-18.7	1.2
CC1=C(C(=O)O)N2C(=O)C(NC(=O)CCCC(=O)O)C2SC1 (configuration not stated)	8.1	-10.2	7.8	18.5	15.0	4.3	3.9	-5.6	-0.2
CCCC1(CCC)C(=O)NC(=Nc2ccc(C)cc2)NC1=O	5.1	1.1	·	8.9	·	0.5	0.9	0.5	2.0
COc1ccc(C2(c3cccc(O)c3OC)CCN(C(C)=O)CC2)cc1O	7.5	12.2	-2.1	-1.1	0.8	0.7	-5.3	11.0	0.0
O=C(O)Cn1cc(C(=O)c2ccccc2F)c2ccccc21	1.2	3.3	-4.4	-0.7	1.6	-0.7	-1.5	7.8	1.6
Cc1nc2ccc(Cl)cc2c(=O)n1-c1ccc([N+](=O)[O-])cc1	2.2	17.9	1.3	3.2	2.3	-0.5	-4.3	1.2	-4.9

New compounds follow
SMILES	GSTO1 inh	ZTA DNA inh	PAFAH2 inh	PREPL inhibitor	PAFAH1B3 FP inh	PAD4 inh	LYPLA2 inh	EBNA-1 inh	LYPLA1 inh
CN(C)C1(c2nnnn2CCOC(=O)Nc2ccc(Cl)cc2)CCCCC1	-3.7	5.9	5.6	24.6	3.8	0.0	14.9	6.4	3.1
CC(C)n1cc(C(=O)N(CC(=O)NC2CCCC2)Cc2ccccc2)cn1	1.3	3.1	-1.3	1.1	0.6	-0.5	1.5	2.1	-3.1
Cc1cc(OCC(=O)N2CCC(C(=O)O)CC2)c2c3c(c(=O)oc2c1)CCC3	-2.9	10.9	9.7	-4.9	2.0	7.0	6.5	1.2	0.9
CCCCOP(=O)(CN1CCOCC1)OCCCC	4.4	-23.3	0.5	-1.0	5.8	-2.0	13.8	-6.8	3.5
CC(C)CN(CC(C)C)c1ccc(C=C2C(=O)NC(=S)NC2=O)cc1[N+](=O)[O-]	41.6*	-6.8	38.4*	2.8	0.0	-4.8	8.9	3.5	1.2
O=C(COc1ccccc1)N1CCN(CCN2C(=O)c3cccc4cccc(c34)C2=O)CC1	11.3	-1.0	1.1	8.3	-6.8	-2.9	15.6	0.7	3.3
Cc1cc(/C=C2/C(=O)NC(=O)N(Cc3ccco3)C2=O)c(C)n1-c1ccccc1O	26.4	-7.7	31.5*	-5.7	8.2	-2.0	-9.4	0.7	-5.1
N#Cc1cc2c(nc1SCC(=O)Nc1ccc(Cl)cc1)C1CCN2CC1	4.3	-0.3	-7.6	24.6	4.5	-0.5	6.5	9.2	-2.2
CC1=Nc2ccccc2/C1=C/c1c(O)n(C)c(=O)[nH]c1=O	7.4	10.4	8.8	5.8	7.0	-3.9	5.6	-12.8	-2.7
COC(=O)CSC1=NN1c1cc(C)nc(N)n1	2.9	12.3	4.5	2.3	1.2	6.8	-1.9	2.2	0.2
O=C1C(=O)c2cccc3cccc1c23	37.6*	-11.9	-1.0	6.4	15.1	-6.7	3.8	-9.8	-3.3
CC(=O)Nc1ccccc1OC(=O)N(C)C	-1.0	0.9	-7.8	-11.6	5.2	-4.3	0.7	11.1	2.4
CCOC(=O)C(O)(c1ccc(NC(=O)c2ccco2)c(OC)c1)C(F)(F)F (configuration not stated)	-0.4	-8.4	2.7	7.0	-5.1	2.6	8.8	-0.5	2.7
COc1ccc(CNCC(=O)N2CCC3(CC2)OCCO3)cc1	-0.9	14.9	5.6	12.3	12.8	-1.3	-4.4	14.3	-0.2
COc1ccc(-n2c(O)c(/C=C/C=Nc3ccccc3)c(=O)[nH]c2=O)cc1	-9.4	-17.5	-14.9	-15.1	-18.9	3.2	-9.5	-7.2	-5.1
CCN1CCN(c2cc(=O)n3ccccc3n2)CC1	-3.4	1.6	1.9	1.6	13.2	-4.0	-3.9	1.4	-0.8
